CatG inh = inhibitors of human cathepsin G; 62,000 tested, 0.2% active; purified enzyme, AMC-tetrapeptide fluorescence, pooled mixtures; inhibition, % at 5 µM (by protocol); AID 581;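 active = inhibition above 20% in each of the two mixture wells holding the compound; inactive = inhibition of 20% or less in either well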;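 note: 0% = enzyme control without mixture and 100% = blank lacking enzyme; strong numbers were not always called active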
C1s block = blocks human complement C1s protease activity | purified C1s, fluorogenic AMC substrate, pooled mixtures | P09871 | AID 538 | 62,000 tested, 0.16% active | mean inhibition % of two 10-compound mixtures (hits give high values), % at 5 µM (by protocol);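 active = inhibition above 20% in each of the two 10-compound mixture wells holding the compound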;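 note: 0% = enzyme wells lacking compound mixture and 100% = no-enzyme blank wells; some compounds called inactive have numbers as strong as hits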
CatL inh = blocks human cathepsin L protease activity. P07711. AID 460. inhibition, %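 (tested at 10 µM)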. 58,000 tested, 0.17% active. purified cathepsin L, fluorogenic substrate, fluorescence; in the data active = inhibition above about 45%;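 note: 0% = enzyme with no compound and 100% = no enzyme blank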
AP ELISA ortho = orthogonal test for alternative complement pathway inhibitors; Human serum alternative complement pathway, LPS-coated ELISA, C3 deposition; tested in compound mixtures; inhibition, % at 5 µM; 62,000 tested, 0.08% active; AID 1235;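 active = inhibition above 30% in each of the two pooled mixtures holding the compound, so the lower value exceeds 30%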;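 note: 0% = serum in Mg-EGTA without compound and 100% = EDTA serum blank; some compounds past the cut are filed as inactive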
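Assay system: human serum alternative complement pathway, C3 deposition on LPS-coated wells; Dosing: 5 µM per compound in ten-compound mixtures; Detection: Anti-C3 ELISA, OD 450 nm; Buffer or medium: Mg2+-EGTA GVB++ buffer containing human serum at 1:15 dilution; Timing: 1 h at 37 °C; Replication: two different pools per compound.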
CatB mixtures = human cathepsin B inhibition by mixtures; 62,000 tested, 0.06% active; AID 488; inhibition, %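 (ten-compound pools at 5 µM per compound and 50 µM total)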; Purified cathepsin B, AMC dipeptide fluorescence, compound mixtures; P07858; in the data active = inhibition above about 22%, passing the limit was not always enough;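 note: 0% = enzyme without compound and 100% = no enzyme blank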
CatB inh = blocks human cathepsin B protease activity | P07858 | purified cathepsin B, fluorogenic substrate, fluorescence | inhibition, %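 (tested at 10 µM)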 | 63,000 tested, 0.1% active; in the data active = inhibition above about 21%;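 note: 0% = enzyme with no compound and 100% = no enzyme blank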
CatS block = human cathepsin S inhibition. recombinant cathepsin S, AMC dipeptide fluorescence, pooled mixtures. inhibition, %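 (tested at 5 µM per compound within 10-compound mixtures)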. 62,000 tested, 0.06% active. AID 501; in the data active = inhibition above about 32%, passing the limit was not always enough;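 note: 0% = enzyme without compound and 100% = blank without enzyme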
Ec RNAP inh = inhibitors of Escherichia coli RNA polymerase; E. coli RNA polymerase, fluorescence transcription assay; inhibition, %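 (tested at 10 µM)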; 62,000 tested, 0.2% active; AID 559; in the data active = inhibition above about 20%;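 note: 0% = enzyme without compound and 100% = no enzyme blank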
FXIa inh mix = inhibitors of human coagulation factor XIa, pooled mixtures | P03951 | purified FXIa, fluorogenic substrate | inhibition, % at 5 µM | 62,000 tested, 0.19% active; in the data active = inhibition above about 20%, passing the limit was not always enough;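 note: each value is inhibition by a whole ten-compound pool holding the compound; 0% = enzyme with no mixture and 100% = wells lacking enzyme; strong numbers were not always called active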
* = called active by the depositor; . = not tested or not shown.

SMILES	CatG inh	C1s block	CatL inh	AP ELISA ortho	CatB mixtures	CatB inh	CatS block	Ec RNAP inh	FXIa inh mix
CC1(C)Cc2c(sc3c2c(=O)n(Cc2ccccc2)c2nncn32)CO1	12	1	24	-6	-1	-3	8	8	13
CCOC(=O)N1CCN(c2ncnc3c2oc2nc(C)c4c(c23)CC(C)(C)OC4)CC1	8	12	4	10	4	1	6	4	5
Cc1ccc(N2CCCCn3c2nc2c3c(=O)n(CC(=O)O)c(=O)n2C)cc1	11	11	6	2	4	3	13	9	6
COc1ccc(S(=O)(=O)n2cnc3cc(C)c(C)cc32)cc1	39	17	7	20	2	5	-7	2	7
Cc1cc(C)n(-c2nc(NCCO)c3c4c(sc3n2)CCCC4)n1	-5	-16	-3	11	3	-3	-5	-5	2
O=C(Nc1ccc2c(c1)OCO2)C1CC(c2ccccc2Cl)=NO1 (centres undefined)	7	9	-4	21	3	3	1	2	6
CCOC(=O)c1ccc(COC(=O)CCc2nc3ccccc3[nH]c2=O)o1	3	0	-9	18	-2	0	0	-10	6
COc1cc(NC(=O)CSc2nnc(C)s2)cc(OC)c1OC	1	-2	12	-5	5	1	4	10	-1
COc1ccc(-c2cc(C(=O)NCC(C)C)no2)cc1	16	8	0	12	6	0	-8	3	0
COc1nonc1NC(=O)CSc1nc2ccccc2[nH]1	-2	3	-3	-2	1	-5	10	9	0
CCc1cc2c(N3CCN(c4ccccc4)CC3)ncnc2s1	8	10	6	15	2	-2	3	0	2
O=C(Nc1nnc(-c2cccs2)o1)c1cccc(Oc2ccccc2)c1	3	-19	.	4	-3	1	8	8	-6
COc1cc2[nH]c(=S)n(C3CCCC3)c(=O)c2cc1OC	1	11	-6	17	-4	4	16	8	-2
O=C(NCc1ccco1)c1cccc2c1C(=O)N(C1CCCCC1)C2	-5	-40	8	16	-2	2	16	5	0
O=c1c2cc(N3CCOCC3)ccc2[nH]c(=S)n1Cc1ccco1	-1	-2	14	11	5	-4	7	5	5
Cc1cccc(OCc2nnc(SCc3nc4ccccc4c(=O)[nH]3)o2)c1	1	3	0	-1	3	-2	3	8	8
O=c1c2ccccc2nc(-c2ccccc2)n1Cc1ccco1	8	2	7	21	5	2	1	6	3
CCOc1ccc(CCNC(=O)C2CCCN(C(=O)N(C)C)C2)cc1OCC (centres undefined)	18	-14	-9	8	29	-5	-1	3	28
O=C(NCC12CC3CC(CC(C3)C1)C2)c1cc2n(n1)C(C(F)(F)F)CC(c1ccco1)N2 (centres undefined)	9	13	0	9	5	-3	-1	4	6
CSc1nc2ccc(Nc3nc(N4CCOCC4)nc(N4CCOCC4)n3)cc2s1	-17	-10	3	-9	3	1	1	-7	-1
COCCn1nnnc1C(c1ccccc1)N1CCN(C)CC1 (centres undefined)	-2	-29	16	-1	-5	3	7	10	5
Cc1cc(C)cc(-n2cc3c(=O)n(C)c(=O)n(C)c3c2)c1	25	28	.	15	4	2	-1	5	36
COc1cccc(C(=O)Nc2ccccc2N2CCCC2)c1	-3	-17	-5	6	0	2	-4	2	1
O=C(CN1C2=NCCN2c2ccccc21)C12CC3CC(CC(C3)C1)C2	9	10	7	21	4	1	5	9	6
O=C(O)c1cccc(NC(=O)c2cccc(S(=O)(=O)N3CCCCC3)c2)c1	11	14	9	14	5	2	-2	11	6

Random excerpt: two entries already listed, in no set order.
SMILES	CatG inh	C1s block	CatL inh	AP ELISA ortho	CatB mixtures	CatB inh	CatS block	Ec RNAP inh	FXIa inh mix
Cc1cc(C)n(-c2nc(NCCO)c3c4c(sc3n2)CCCC4)n1	-5	-16	-3	11	3	-3	-5	-5	2
CCc1cc2c(N3CCN(c4ccccc4)CC3)ncnc2s1	8	10	6	15	2	-2	3	0	2

Other compounds
SMILES	CatG inh	C1s block	CatL inh	AP ELISA ortho	CatB mixtures	CatB inh	CatS block	Ec RNAP inh	FXIa inh mix
CC(=O)Nc1cccc(NC(=O)CSc2nnc(Cc3cccn3C)n2-c2ccc(C)cc2)c1	16	11	9	8	2	2	-9	0	3
O=C(NCCNCCO)c1c(O)c2cccc3c2n(c1=O)CCC3	-5	-31	1	2	-6	1	2	4	-11
O=C(c1ccc(OCC2CCCO2)cc1)N1CCN(c2ccccc2)CC1 (centres undefined)	11	15	.	3	2	5	2	11	4
CCOc1ccc(-c2nnc3sc(COc4ccc(C)cc4)nn23)cc1	11	-3	2	2	0	4	-3	1	-5
CCOC(=O)C1=C(C)NC(=O)NC1C1CC=CCC1 (centres undefined)	-8	-47	0	-13	3	5	1	.	-10
COc1ccc(OCc2nnc3n2N=C(c2ccc(Br)cc2)CS3)cc1	-2	-1	.	10	5	-1	13	4	10
Cc1c(C(=O)N(Cc2cccs2)C2CCS(=O)(=O)C2)oc2ccccc12 (centres undefined)	-12	-22	-2	-16	5	4	18	1	-6
O=S(=O)(/C=C/c1ccccc1)N1CCN(c2ccccc2)CC1	-2	1	2	19	4	-2	0	-1	6
Nc1cc(=O)[nH]c(SCC(=O)Nc2ccc(Br)cc2)n1	-32	5	10	-5	4	4	1	5	2
CCCc1[nH]nc2c1C(c1ccc(O)c(OC)c1)C(C#N)=C(N)O2 (centres undefined)	1	-47	.	21	-9	2	-4	6	-9
Cc1ccc(C)c(N2CCN(C(=O)C3CCN(c4nnc(N5CCCC5=O)s4)CC3)CC2)c1	5	-43	8	9	1	4	-6	3	1
CCS(=O)(=O)N1CCC(C(=O)NCCCOC)CC1	0	-2	0	9	2	-3	14	7	6
Cc1ccc2c(c1)cc(CN(Cc1ccccc1)C(=O)N(C)C)c1nnnn12	7	8	12	-16	0	3	-6	5	6
Cn1c(=O)c2c(SCc3cccnc3)nc(C3CC3)nc2n(C)c1=O	-8	-10	3	-4	-7	0	-2	-2	0
CCCNC(=O)NC(=O)COC(=O)c1ccc(OC)c(S(=O)(=O)N2CCCc3ccccc32)c1	3	4	5	26	9	-3	-1	1	6
Cn1c(=O)c2c(nc(N3CCOCC3)n2CCCNC2=NCCC2)n(C)c1=O	-11	-42	-7	-3	-2	0	-5	-10	1
CCN(Cc1ccccc1)C(=O)CSc1nc(C)cc(C)c1C#N	4	3	13	10	7	-2	15	9	4
Cc1cccc(CCNS(=O)(=O)c2cnc[nH]2)c1	-5	-14	17	-2	-1	4	13	9	4
COCCn1c(C)cc(C(=O)COC(=O)c2cc3c(s2)CCC3)c1C	-3	-1	-21	-8	4	3	-4	2	6
COc1ccc2c3c(cccc13)NN=C2C	-5	-10	.	-19	3	7	24	13	3
CCOc1ccc(N(CC)S(=O)(=O)c2ccc3c(c2)oc(=O)n3C)cc1	9	9	13	-3	-1	4	7	8	4
O=C(CSc1nnc(Cc2cc(=O)[nH]c(=O)[nH]2)n1-c1ccccc1)NCC1CCCO1 (centres undefined)	-8	11	-5	5	3	1	-8	4	5
C=CCn1c(SCc2ccccc2)nnc1-c1cccnc1	4	-6	-8	17	-1	2	-9	4	-1
CCCCC(=O)Nc1cc(C)c2c(=O)oc3ccccc3c2n1	14	-37	19	11	6	4	8	10	-2
Cc1ccc(S(=O)(=O)c2nc(-c3ccccc3)oc2NCCN2CCOCC2)cc1	-16	-48	0	-6	0	3	4	4	-3
COCCOC(=O)c1cc(C(=O)c2cc(F)ccc2O)coc1=N	0	-8	1	-3	2	6	-6	6	-2
CC(=O)N1CCN(c2nc3cc4c(cc3nc2NS(=O)(=O)c2ccccc2)OCCO4)CC1	-13	-17	-151	-11	-3	3	1	-3	-9

Compound profiles (already shown). Screens in order: CatG inh	C1s block	CatL inh	AP ELISA ortho	CatB mixtures	CatB inh	CatS block	Ec RNAP inh	FXIa inh mix
O=c1c2ccccc2nc(-c2ccccc2)n1Cc1ccco1 is listed as 8	2	7	21	5	2	1	6	3
O=C(Nc1nnc(-c2cccs2)o1)c1cccc(Oc2ccccc2)c1 is listed as 3	-19	.	4	-3	1	8	8	-6
CCCc1[nH]nc2c1C(c1ccc(O)c(OC)c1)C(C#N)=C(N)O2 (centres undefined) is listed as 1	-47	.	21	-9	2	-4	6	-9
Cc1cc(C)n(-c2nc(NCCO)c3c4c(sc3n2)CCCC4)n1 is listed as -5	-16	-3	11	3	-3	-5	-5	2

Rewritten with the structure last: four of the compounds above
CatG inh | C1s block | CatL inh | AP ELISA ortho | CatB mixtures | CatB inh | CatS block | Ec RNAP inh | FXIa inh mix | molecule
-3 | -1 | -21 | -8 | 4 | 3 | -4 | 2 | 6 | COCCn1c(C)cc(C(=O)COC(=O)c2cc3c(s2)CCC3)c1C
-5 | -10 | . | -19 | 3 | 7 | 24 | 13 | 3 | COc1ccc2c3c(cccc13)NN=C2C
9 | 9 | 13 | -3 | -1 | 4 | 7 | 8 | 4 | CCOc1ccc(N(CC)S(=O)(=O)c2ccc3c(c2)oc(=O)n3C)cc1
-8 | 11 | -5 | 5 | 3 | 1 | -8 | 4 | 5 | O=C(CSc1nnc(Cc2cc(=O)[nH]c(=O)[nH]2)n1-c1ccccc1)NCC1CCCO1 (centres undefined)

These rows are one share of the data (hit frequency here may not be typical).
